NPSR antag: blocks cAMP signaling of the human neuropeptide S receptor; CHO-NPSR cells, cAMP TR-FRET, antagonist mode; Potency, µM (titrated, usually from 38.3 µM), without a hit: top-dose activity change, negative = inhibition, hits mostly inhibitors; 220,000 compounds, 1% hits; AID 1461; note: potency is the fitted concentration of half-maximal effect; % is set by controls: 0 for no effect and ±100 for the full control effect; nearly all actives have a fitted effect of over 50% in size; many of its hits are not listed in these tables
Target sequence (Q6W5P4 whole entry, looked up): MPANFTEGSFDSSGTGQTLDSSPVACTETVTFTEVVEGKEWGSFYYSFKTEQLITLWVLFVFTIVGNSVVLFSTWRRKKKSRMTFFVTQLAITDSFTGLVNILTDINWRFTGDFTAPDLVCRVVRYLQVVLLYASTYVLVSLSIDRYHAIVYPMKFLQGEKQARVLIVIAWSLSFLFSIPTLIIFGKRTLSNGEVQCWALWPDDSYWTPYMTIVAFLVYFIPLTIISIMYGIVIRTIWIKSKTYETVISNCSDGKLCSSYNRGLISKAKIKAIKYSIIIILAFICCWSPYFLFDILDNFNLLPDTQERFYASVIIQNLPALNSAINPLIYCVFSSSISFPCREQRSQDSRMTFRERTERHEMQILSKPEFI
LMNA splice mod: modulators of lamin A splicing | Potency, µM (series often up to 46.1 µM), without a hit: at the top dose ratio change, negative = inhibition, usual class: inhibitors | 200,000 compounds, 0.01% hits | AID 1487 | HeLa LMNA splicing GFP/RFP minigene ratio, 48 h; active = well fitted inhibition curve with a large enough effect in the signal ratio, with a control signal flat, not every such curve was filed as active; inconclusive = small, poorly fitted or top-dose-only effect, or effect the other way, or a change in a side signal; the % refers to the signal ratio; note: potency is the fitted concentration of half-maximal effect; % is set by controls: 0 for no effect and ±100 for the full control effect
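S3 HeLa stable clones carrying a lamin A-EGFP splicing minigene plus DsRed2 were seeded at 600 cells/well in Opti-MEM with 2% FBS, pin-dosed and incubated 48 h at 37°C. Acumen cytometry (488 nm) gave the GFP/RFP total-intensity ratio.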
IMPase Li cell: membrane-permeable IMPase blocker, potentiated with lithium. CHO-M1 cells, IP1 TR-FRET (IP-One), carbachol + lithium. Potency, µM (highest dose often 59.4 µM), for inactives: top-dose activity, negative = IMPase inhibition, most hits filed as inhibitors. 210,000 compounds, 0.35% hits. AID 1457;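 note: IP1 builds up when IMPase is blocked and the TR-FRET signal falls; potency is the fitted concentration of half-maximal effect; plate controls were basal vehicle for no effect and high inhibitor control for full effect; nearly all actives have a fitted effect of over 50% in size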
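CHO cells stably expressing M1 receptor (2000/well) were cultured 16–30 h, then exposed to compounds with a small lithium addition for 30 min at 37C. IP1 was measured by TR-FRET competition; AC50 from Hill fits.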
HTT aggregate: inhibitors of mutant huntingtin aggregate formation in PC12 cells | PC12 HttQ103-GFP aggregates, Acumen cytometry, 40 h | 220,000 compounds, 1.1% hits | AID 1688 | Potency, µM (top dose mostly 46.1 µM), for the others: top-dose activity change, negative = inhibition, most hits filed as inhibitors; note: potency is the fitted concentration of half-maximal effect; % is set by controls: 0 for no effect and ±100 for the full control effect; nearly all actives have a fitted effect of over 60% in size
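Steps: seed 1500 PC12 HTTQ103-GFP cells/well; add tebufenozide, 100 nM final; add compound titration; add ATPLite reagent; quantify GFP aggregates by laser scanning cytometry.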
Epigenetic derep: regulators of epigenetic silencing causing reporter derepression in mouse cells. murine LDR cells, GFP reporter derepression, 30 h. Potency, µM (series often up to 53.9 µM), for inactives: top-dose GFP activation, usual class: activators. 280,000 compounds, 0.2% hits; note: potency is the fitted concentration of half-maximal effect; % of control where 0% means no effect; nearly all actives have a fitted effect of over 60% in size
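Derepression of a silenced CMV-GFP reporter in murine LDR cells is scored by enumerating GFP-positive cells with a laser-scanning microplate cytometer after 30 hours of treatment at 37 C.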
CBFb RUNX1 block: inhibitors of human CBF-beta and RUNX1 interaction; AlphaScreen CBFb-His/RUNX1-biotin binding, biochemical; 230,000 tested, under 10 active; Potency, µM (top dose mostly 59.8 µM), without a hit: at the highest dose activity, negative = inhibition, hits mostly inhibitors; AID 1477; Q01196+Q13951; note: % of control where 0% means no effect
Target sequence (Q01196 whole entry, looked up): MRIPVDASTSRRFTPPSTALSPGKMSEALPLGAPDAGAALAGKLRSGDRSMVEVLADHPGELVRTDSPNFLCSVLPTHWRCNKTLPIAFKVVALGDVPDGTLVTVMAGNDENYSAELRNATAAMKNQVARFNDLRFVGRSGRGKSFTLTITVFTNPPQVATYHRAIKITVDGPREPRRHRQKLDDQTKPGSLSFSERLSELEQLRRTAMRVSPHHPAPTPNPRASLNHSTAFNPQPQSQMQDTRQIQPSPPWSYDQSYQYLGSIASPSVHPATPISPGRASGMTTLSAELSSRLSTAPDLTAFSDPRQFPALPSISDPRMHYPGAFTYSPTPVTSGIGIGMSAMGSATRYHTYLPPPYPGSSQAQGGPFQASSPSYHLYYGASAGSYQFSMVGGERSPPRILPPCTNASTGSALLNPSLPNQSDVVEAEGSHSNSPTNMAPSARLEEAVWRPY
Target sequence (Q13951 whole entry, looked up): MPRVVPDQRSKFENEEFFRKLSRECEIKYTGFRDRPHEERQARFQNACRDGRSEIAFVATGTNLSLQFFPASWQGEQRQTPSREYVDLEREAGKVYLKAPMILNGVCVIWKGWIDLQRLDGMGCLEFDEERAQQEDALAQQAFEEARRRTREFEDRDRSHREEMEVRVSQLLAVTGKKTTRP
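CBFb-His/RUNX1-biotin, 30 nM each, preincubated 20 min RT; compound 15 min RT; Ni + streptavidin beads 50 ng each, 90 min RT; AlphaScreen read.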
Luc counter: Kinase-Glo luciferase inhibition (counter-screen) | Q27757 | Kinase-Glo luciferase, ATP luminescence, 8 min | Potency, µM (highest dose often 38.3 µM), inactives show at the top dose activity change, negative = inhibition, most hits filed as inhibitors | 200,000 compounds, 0.28% hits | AID 1379; note: potency is the fitted concentration of half-maximal effect; % is set by controls: 0 for no effect and ±100 for the full control effect; nearly all actives have a fitted effect of over 60% in size
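Compounds were added to a substrate mix at pH 7.2 (50 mM imidazole, 10 uM ATP, within the enzyme's linear range), followed by Kinase-Glo detection reagent; luminescence was measured after 8 minutes at ambient temperature.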
Active calls of the source: *; ? = inconclusive; . = not tested or not shown; [ ] = another dose, or the depositor's remark. Unless noted, calls come from the whole dose curve; as a rule, active = well fitted curve in the direction sought with a large enough effect; inconclusive = small, poorly fitted or top-dose-only effect, or another doubt; inactive = no such curve, though single readings can be large; an effect the other way counts as inactive or inconclusive. An excerpt, so the mix of outcomes need not match the whole.

SMILES	NPSR antag	LMNA splice mod	IMPase Li cell	HTT aggregate	Epigenetic derep	CBFb RUNX1 block	Luc counter
CC(C)(C)OC(=O)NCCc1nnc(SCc2ccccc2)o1	2%	.	.	-11%[9.22 µM]	0.2%	12%	.
COC(=O)c1ccc(CSc2n[nH]c(C)n2)o1	16%	14%	6%	-11%	-0.9%	-2%	7%
CC1=C(C(=O)Nc2ccccc2)C(c2ccco2)NC(=S)N1 (configuration not stated)	-5%[46.1 µM]	26%	-11%[38.3 µM]	7%	-2.3%	3%	1%
O=C1C(Cl)=C(N2CCCCC2)C(=O)C(Cl)=C1c1cnc(N2CCCCC2)s1	6.3µM*	-4%	3%	24%	4.0%	.	-21%
O=S(=O)(c1ccccc1F)N(Cc1ccco1)Cc1nnc(-c2ccccc2Br)o1	-26%[46.1 µM]	?	14%[38.3 µM]	-25%	-1.6%	-9%	2%
Cn1c(SCC(=O)OCC(=O)c2ccccc2)nnc1-c1cccs1	?	8%	14%[38.3 µM]	16%	-1.1%	7%	-1%
Cc1cccc(-c2noc(-c3ccc4c(c3)OCO4)n2)c1	1%	18%[46 µM]	15%	-36%[9.22 µM]	1.1%	-2%	-5%
COc1ccc(Nc2nnc(-c3ccc(O)cc3)c3ccccc23)cc1C(N)=O	-12%	-19%[46 µM]	10%	22%	10%	-28%	-1%
O=C(C1CCN(C2CCN(Cc3cccc4c3OCO4)CC2)CC1)N1CCOCC1	-3%	.	2%	-2%[9.22 µM]	0.0%	10%	.
CC(=O)N1CCN(CC(=O)Nc2ccc(SC(F)F)cc2)CC1	-2%[46.1 µM]	-2%	1%	?	1.0%	1%	2%
COCCNC(=S)N1CCN(c2ccc(Cl)cc2)CC1	-2%	-23%[46 µM]	2%	-9%	-0.4%	-8%	-2%
CCOC(=O)c1c(C)[nH]c(C(=O)N2CCCC(C(=O)c3ccccc3OC)C2)c1C (configuration not stated)	-10%	.	.	-10%[9.22 µM]	-0.8%	-4%	.
COc1cc2cc(CN(CCc3cccc(C)c3)C(=S)NCCCN(C)C)c(=O)[nH]c2cc1OC	11%	-11%	6%	-22%	0.0%	-3%	-1%
CN(C)c1ccc([C@@H]2[C@@H]([N+](=O)[O-])[C@H]3C=Cc4ccccc4N3[C@H]2C(=O)c2ccc(Cl)cc2)cc1	-13%	?	10%	?	-1.0%	?	-2%
Cc1cc(C)n2nc(SCC(=O)N/N=C/c3cccc(Br)c3)nc2n1	-22%[46.1 µM]	?	-13%[38.3 µM]	3%	-0.7%	0%	-2%
CC(C)C(=O)NC(=S)Nc1ccccc1N1CCN(C(=O)c2ccc(Cl)cc2)CC1	?	-20%[46 µM]	12%	1%[9.22 µM]	3.8%	-11%	1%
C[C@@](N)(C(=O)O)c1cccc(CC(=O)O)c1	.	.	15%	.	6.8%	5%[21.7 µM]	4%
O=C(c1ccco1)N(CCC(c1ccccc1)c1ccco1)Cc1ccco1 (configuration not stated)	-20%[46.1 µM]	?	-16%[38.3 µM]	28%	1.0%	?	-4%
O=C(O)c1c(F)c(F)cc2ccccc12	-12%[46.1 µM]	-10%	-7%	-33%	1.0%	-2%	5%
O=C(N/N=C/c1cn(-c2ccccc2)nc1-c1ccc2c(c1)OCCO2)c1ccncc1	-8%	-10%[46 µM]	-5%	21%	0.0%	?	-1%
Cc1cccc(NC(=O)[C@H](Cc2ccccc2)NC(=O)OCc2ccccc2)c1	1%	-7%	-4%	-9%	0.2%	-15%	-6%
CCOc1cc(/C=C2\CCCC(C(=O)C(F)(F)F)=C2O)ccc1O	-11%	-2%	5%	?	1.1%	9%	1%
CC(C)(C)C(=O)N1CCN(c2ncccc2C(F)(F)F)CC1	-8%	.	.	-5%[9.22 µM]	0.0%	11%	.
O=C(Nc1ccccc1N1CCOCC1)c1cccs1	-12%[46.1 µM]	-10%	11%	-15%	-1.2%	6%	-2%
O=C1CSc2ccc(C(=O)N3CCN(c4ccccn4)CC3)cc2N1	-3%[46.1 µM]	-2%	-1%[38.3 µM]	-13%	0.8%	2%	10%
O=C(N/N=C/c1ccco1)c1cc(-c2ccc3ccccc3c2)n[nH]1	?	8%	29%[38.3 µM]	11%	?	-16%	-3%
COc1ccc(-c2[nH]c(-c3ccc(SC)cc3)nc2SCC(=O)Nc2nccs2)cc1	-11%	4%	5%	2%	?	0%	2%
O=C(O)CCC(=O)N1CCC(C(=O)c2cccc(Cl)c2)CC1	9%[7.67 µM]	7%	-8%[38.3 µM]	5%	3.4%	4%	-3%
CC(C)c1nc(SCC(=O)N2CCOCC2)c2c(=O)n(C)c(=O)n(C)c2n1	3%[46.1 µM]	2%	2%[38.3 µM]	2%	3.8%	-9%	-3%
Cc1ccc(-n2c(-c3ccncc3)n[nH]c2=S)c(C)c1	-12%	12%[46 µM]	4%	-1%	-0.7%	26%	6%
CCC(=O)N/C(N)=N/c1nc2ccccc2o1	-8%[7.67 µM]	.	.	-4%[9.22 µM]	1.1%	1%	.
O=C(CCn1cnc2ncccc2c1=O)N1CCN(c2cccc(Cl)c2)CC1	-1%	.	.	3%[9.22 µM]	8.3%	13%	.
Cc1c(C(=O)N2CCCCC2)sc(NC(=O)C2CC2)c1C#N	-7%[46.1 µM]	1%	-1%[38.3 µM]	16%	-0.7%	-4%	1%
COc1ccccc1-n1nc(C(=O)O)c2ccccc2c1=O	-5%[46.1 µM]	8%	-13%[38.3 µM]	-10%	-0.8%	4%	-5%
O=C(COC(=O)/C=C/c1ccco1)Nc1ncc(C(F)(F)F)cc1Cl	-5%[46.1 µM]	-7%	-2%	-6%	1.0%	?	1%
CC(C)c1nnc(NC(=O)CCC(=O)NC2CCCCC2)s1	-16%	.	.	-2%[9.22 µM]	-0.2%	11%	.
O=C(Nc1ccc(Br)c(Cl)c1)c1ccco1	18%[46.1 µM]	-3%	8%[38.3 µM]	-15%	0.8%	4%	-8%
CSc1ccc(CNc2ccc(C)c(C)c2)cc1	-15%[46.1 µM]	-12%	-11%[38.3 µM]	-3%	-0.2%	-29%	2%
CCCc1nnc2n1N=C(c1ccc(-c3cc(Cl)ccc3Cl)o1)CS2	-2%[46.1 µM]	-1%	13%	-13%	5.8%	3%	-2%
O=C(Nc1ccccc1N1CCOCC1)C1Cc2ccccc2CN1C(=O)c1ccco1 (configuration not stated)	-24%[46.1 µM]	-12%	25%[38.3 µM]	-15%	-4.8%	0%	-5%
O=C(CCN1C(=O)S/C(=C\c2cccs2)C1=O)Nc1nccs1	4%	.	1%	15%	-1.5%	19%	-1%
O=C(O)Cc1c(C(=O)O)[nH]c2ccc(C(=O)O)cc12	11%	.	.	5%[9.22 µM]	-2.3%	2%	.
Cc1ccc(C(c2c(C)nn(-c3ccccc3)c2N)c2c(C)nn(-c3ccccc3)c2N)cc1	-27%	?	9%	8%	1.0%	-4%	-1%
CCCNC(=O)Cc1ccsc1	-6%[46.1 µM]	0%	-8%	8%	-1.0%	1%	-1%
CC(=O)NC1=NN(C(C)=O)C(c2cccc([N+](=O)[O-])c2)S1 (configuration not stated)	10%	0%	4%	7%	0.0%	-4%	1%
O=C(N1CCOCC1)N1CCN(Cc2ccccc2)CC1	-5%[46.1 µM]	4%	-5%[38.3 µM]	-5%	-0.3%	0%	0%
Cc1ccc(NC(=O)NC2CCCCC2)cc1Cl	-3%[46.1 µM]	4%	31%[38.3 µM]	?	0.9%	10%	-1%
COc1ccc2cc3c(N)nn(C(=O)c4ccccc4[N+](=O)[O-])c3nc2c1	11%	-6%	-9%	?	-1.1%	0%	-3%
Cn1c(N)c(C(=O)COC(=O)[C@@H]2CCCN2S(=O)(=O)c2ccc(Cl)cc2)c(=O)n(C)c1=O	-4%	.	1%	7%	0.0%	4%	.
CCOc1ccc(NS(=O)(=O)c2cc(NC(=O)c3ccc(C)cc3)ccc2Cl)cc1	-26%	?	5%	?	0.0%	-3%	7%
CC(C(=O)N1CCOCC1)N1C(=O)C2C3C=CC(C4CC34)C2C1=O (configuration not stated)	15%	19%[46 µM]	-2%	5%	2.4%	3%	-2%
CC1(C)CC(=O)C(C(N)=NC(=O)c2ccccc2)=C(O)C1	-37%	.	12%	-9%	-1.2%	-2%	-1%
CC1=CCC2C(=O)N(c3cccc(C(=O)N(C)C4CCCCC4)c3)C(=O)C2C1 (configuration not stated)	-2%[7.67 µM]	-3%	-9%[38.3 µM]	-9%	1.3%	0%	14%
CC(C)c1cc(CNC(=O)CCc2nnc(CCCc3ccccc3)o2)on1	4%	10%[46 µM]	1%	-4%[9.22 µM]	1.1%	2%	2%
COC(=O)c1ccc(C(C(=O)NCc2ccccc2)N(Cc2cccs2)C(=O)c2cnccn2)cc1 (configuration not stated)	-19%[46.1 µM]	5%	19%[38.3 µM]	-2%	3.5%	8%	4%
CC1(C)CC(=O)c2c(S(C)(=O)=O)sc(Br)c2C1	-8%	18%[46 µM]	.	17%[9.22 µM]	1.1%	-1%	.

Ordered by length of the SMILES (largest number first): part of the list above
SMILES	NPSR antag	LMNA splice mod	IMPase Li cell	HTT aggregate	Epigenetic derep	CBFb RUNX1 block	Luc counter
Cn1c(N)c(C(=O)COC(=O)[C@@H]2CCCN2S(=O)(=O)c2ccc(Cl)cc2)c(=O)n(C)c1=O	-4%	.	1%	7%	0.0%	4%	.
CCOc1ccc(NS(=O)(=O)c2cc(NC(=O)c3ccc(C)cc3)ccc2Cl)cc1	-26%	?	5%	?	0.0%	-3%	7%
CC(=O)NC1=NN(C(C)=O)C(c2cccc([N+](=O)[O-])c2)S1 (configuration not stated)	10%	0%	4%	7%	0.0%	-4%	1%
CC(C(=O)N1CCOCC1)N1C(=O)C2C3C=CC(C4CC34)C2C1=O (configuration not stated)	15%	19%[46 µM]	-2%	5%	2.4%	3%	-2%
CC(C)c1cc(CNC(=O)CCc2nnc(CCCc3ccccc3)o2)on1	4%	10%[46 µM]	1%	-4%[9.22 µM]	1.1%	2%	2%
O=C(N1CCOCC1)N1CCN(Cc2ccccc2)CC1	-5%[46.1 µM]	4%	-5%[38.3 µM]	-5%	-0.3%	0%	0%
Cc1ccc(NC(=O)NC2CCCCC2)cc1Cl	-3%[46.1 µM]	4%	31%[38.3 µM]	?	0.9%	10%	-1%
CCCNC(=O)Cc1ccsc1	-6%[46.1 µM]	0%	-8%	8%	-1.0%	1%	-1%

Assay outcomes (PubChem BioAssay)
